High-throughput results deposited in PubChem BioAssay by several laboratories.
DSG3 Ab inh – inhibitors of pemphigus antibody binding to DSG3, primary screen, biochemical, bead-based, flow cytometry, scFv-GFP; binding (percent of control), % at 10 µM; DSG3-coupled beads, scFv-anti-DSG3-GFP binding; hits give low values; Desmoglein-3 (Homo sapiens), P32926; AID 588358, 2011; hit rate 0.48% among 310,000;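 active means binding more than 3 SD below its plate's average and above zero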;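 further: hits lower antibody fragment binding to DSG3; some compounds called inactive have numbers as strong as hits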
Keap1-Nrf2 PPI – Keap1-Nrf2 protein-protein interaction inhibitors, primary screen, biochemical, fluorescence polarization, single point; Kelch-like ECH-associated protein 1 (Homo sapiens), Q14145; Keap1 Kelch-Nrf2 peptide fluorescence polarization, 1536-well; inhibition, % at 9.4 µM; hit rate 0.15% among 340,000; in the data active means inhibition above about 12%;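 further: human Keap1 Kelch domain with fluorescein labeled Nrf2 9mer peptide probe; 0% = neutral control wells and 100% = peptide positive control; higher means more block of Keap1 binding to Nrf2 peptide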
Target sequence (Q14145 whole entry, looked up, the tested form may be a part): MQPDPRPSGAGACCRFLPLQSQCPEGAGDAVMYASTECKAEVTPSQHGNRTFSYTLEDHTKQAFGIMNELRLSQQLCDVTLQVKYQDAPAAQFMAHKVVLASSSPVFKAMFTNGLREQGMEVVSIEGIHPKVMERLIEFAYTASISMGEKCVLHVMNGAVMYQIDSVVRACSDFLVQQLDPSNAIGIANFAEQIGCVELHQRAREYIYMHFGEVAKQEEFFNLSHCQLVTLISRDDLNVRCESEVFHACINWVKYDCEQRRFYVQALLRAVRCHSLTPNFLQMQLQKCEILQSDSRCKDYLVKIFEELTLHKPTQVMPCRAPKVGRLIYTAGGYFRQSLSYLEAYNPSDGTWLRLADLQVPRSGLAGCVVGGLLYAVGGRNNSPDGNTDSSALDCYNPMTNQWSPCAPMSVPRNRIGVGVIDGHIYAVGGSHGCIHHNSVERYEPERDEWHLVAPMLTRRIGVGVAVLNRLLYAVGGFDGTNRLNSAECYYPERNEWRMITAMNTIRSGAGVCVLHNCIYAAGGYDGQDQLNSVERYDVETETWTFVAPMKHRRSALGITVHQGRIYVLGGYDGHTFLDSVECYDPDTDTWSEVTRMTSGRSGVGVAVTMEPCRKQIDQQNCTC
MOR-DOR ag – agonists of OPRM1-OPRD1 heterodimerization, primary screen, cell-based, luminescence; Mu-type opioid receptor (Homo sapiens) + Delta-type opioid receptor (Homo sapiens), …; cells; activation, % at 9.3 µM; hit rate 0.3% among 340,000; in the data active means activation above about 18%;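 further: 0% = vehicle-treated cells and 100% = reference agonist; values of inactives mirror those of a sister screen read the other way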
cardiac RTF act – cardiac RTF calcium sensitivity activators, primary screen, biochemical, IANBD-TnC fluorescence, EC20 calcium; hit rate 0.24% among 340,000; IANBD-labeled TnC RTF fluorescence at EC20 calcium; 0% EC20 calcium, 100% full calcium; AID 493008, 2010; activation, % at 7.2 µM; Troponin I, cardiac muscle (Homo sapiens) + Troponin T, cardiac muscle (Homo sapiens) + …;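 active means activation above the mean over all tested compounds plus 3 SD, cut at about 30% in these data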;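 further: rise in fluorescence read as greater calcium sensitivity of cardiac thin filaments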
Arrestin-AP2 inh – inhibitors of beta-arrestin/AP2 binding, primary screen, biochemical, GPCR trafficking, flow cytometry | inhibition, % at 10 µM | FITC-arrestin peptide / GST-AP2 beads; AP2 beta2 appendage carries R879A mutation | beta-arrestin 1 C-terminal peptide binding to AP2 beta2-adaptin appendage (human) | hit rate 0.31% among 340,000 | AID 504490, 2011;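 active means inhibition above a set limit, near 3 SD of compounds lacking own fluorescence, cut at about 54% in these data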;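 further: plate controls were DMSO wells for no effect and 5 µM unlabelled arrestin peptide for full effect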
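Material – GST-tagged AP2 beta2-adaptin appendage (R879A) on 4 µm glutathione beads · Probe or stimulus – fluorescein-tagged arrestin peptide at 50 nM final · Timing – 12 min plus 1 h, RT · Detection – bead flow cytometry, FITC channel · Read-out basis – inhibition as reduced fluorescein signal on beads, percent · Medium – PBS plus Tween 20 (0.05%) and BSA (0.1%)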
LANA DNA inh – inhibitors of KSHV C-LANA binding to DNA, primary screen, biochemical, fluorescence polarization, FAM-LBS DNA, MBP-C-LANA, single point | hit rate 0.078% among 340,000 | AID 504423, 2011 | inhibition, % at 9 µM | Kaposi's sarcoma herpesvirus LANA C-terminal domain (residues 932-1162) DNA binding;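 active means highest replicate inhibition at or above 60% at 9 µM, even if other replicates fall short; inactive means all replicates below 60% inhibition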;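 further: 0% = neutral control wells and 100% = 4 µM acridine orange control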
RTF Ca sens inh – cardiac RTF calcium sensitivity inhibitors, primary screen, biochemical, IANBD-TnC fluorescence, EC70 calcium. IANBD-labeled cardiac RTF, Ca2+ fluorescence. inhibition, % at 7.15 µM. hit rate 0.12% among 340,000;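 active means inhibition above the mean inhibition of all tested compounds plus 3 SD, cut at about 17% in these data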;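 further: assay run at fixed EC70 calcium of 1.6 mM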
Wnt act – Wnt/beta-catenin pathway activators, primary screen, cell-based, plate reader, single point | hit rate 1.2% among 300,000 | Wnt/beta-catenin reporter cell assay, activator | AID 743398, 2014 | activation, % at 9.35 µM; in the data active means activation above about 30%, passing the limit was not always enough;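 further: 0% = neutral control wells and 100% = positive control wells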
V-ATPase pH – regulators of yeast V-ATPase proton pumping, primary screen, pHLuorin cytosolic pH fluorescence | S. cerevisiae | response, % at 10 µM | hit rate 0.37% among 350,000; in the data active means response mostly above about 7.3%, no sharp cut-off; inactive means mostly below about 5.4%; further: actives read high; inactives centre near 0; some compounds called inactive have numbers as strong as hits; reference of the scale not given here
OPRM1-OPRD1 inv – inverse agonists of MOR-DOR heterodimerization, primary screen, cell-based, luminescence; inhibition, % at 9.3 µM; cell-based MOR-DOR heterodimer luminescence, inverse agonism; Mu-type opioid receptor (Homo sapiens) + Delta-type opioid receptor (Homo sapiens), …; hit rate 0.21% among 340,000; AID 504357, 2011; in the data active means inhibition above about 22%, passing the limit was not always enough;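 further: 0% = cells with DMSO and 100% = wells without cells with DMSO; values of inactives mirror those of a sister screen read the other way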
An asterisk follows results filed as active; . = not tested or not shown.

SMILES	DSG3 Ab inh	Keap1-Nrf2 PPI	MOR-DOR ag	cardiac RTF act	Arrestin-AP2 inh	LANA DNA inh	RTF Ca sens inh	Wnt act	V-ATPase pH	OPRM1-OPRD1 inv
CCc1ccc(CNC(=O)c2nn(C)c3c2CS(=O)(=O)c2ccccc2-3)cc1	.	0	-1.6	5	26	-0.3	-14	1	-1	9
O=C(O)CSc1cc(NS(=O)(=O)c2cccc([N+](=O)[O-])c2)c2ccccc2c1O	88	-4	8.8	3	1	1.8	-9	9	0	-46
Cc1ccc(NC(=O)C2CCN(S(=O)(=O)c3ccc4c(c3)NC(=O)C(C)S4)CC2)c(Cl)c1 (centres undefined)	100	-33	2.4	7	-13	21	-2	0	2	-12
CCn1c(SCc2ccc(C)cc2)nnc1C1CCN(S(=O)(=O)c2ccc(OC)cc2)CC1	.	0	1.7	1	15	0.5	5	1	-1	-10
CCn1nnnc1NCc1ccc(N2CCCC2)cc1	110	1	-1.0	-2	-11	13	-7	.	2	5
CSC(=O)NC(=O)NC(=O)c1ccc([N+](=O)[O-])cc1	95	-6	-0.4	2	39	3.6	-11	-2	2	2
C/C(N)=C(/C#N)C(=O)COC(=O)c1ccc(C)c(S(=O)(=O)N2CCCCC2)c1	93	-6	-1.6	2	19	0.3	-4	-2	5	9
CCN(CC)S(=O)(=O)c1cc(C(=O)NCCN2CCOCC2)ccc1Cl	110	-2	-0.9	7	-2	-1.1	-5	0	3	5
Cc1[nH][nH]c(=O)c1C(c1cc2c(cc1Br)OCO2)c1c(C)[nH][nH]c1=O	97	0	-2.5	-1	6	-0.1	1	0	-1	14
Cc1cnc(C(=O)OCC(=O)c2c(N)n(CC(C)C)c(=O)n(C)c2=O)cn1	109	-4	-3.9	0	-3	1.1	7	0	1	20
COc1ccc(-c2cccc3c2NC(=O)C3=O)cc1OC	101	0	-11	-1	-3	-1.1	-2	0	5	64*
CC(=O)N1CCN(C(=O)COC(=O)c2oc3ccccc3c2C)CC1	.	-1	-2.4	3	-2	-2.4	0	-1	-1	9
Cc1ccc(C(=O)NC(C)C2CC3CCC2C3)cc1 (centres undefined)	107	.	.	.	-19	.	.	6	-4	.
O=C(CN(Cc1ccco1)C(=O)CNS(=O)(=O)c1ccccc1)NCc1ccccc1	111	-2	-1.0	-2	-5	0.4	-2	.	4	4
CC(=O)NC(CC(=O)NCCN1C(=O)S/C(=C\c2ccccc2)C1=O)c1ccccc1 (centres undefined)	99	1	-2.9	-3	-8	0.9	6	-3	-1	16
CN(Cc1ccco1)S(=O)(=O)c1nnc(NC(=O)c2ccccc2)s1	102	-3	-1.2	-5	16	0.7	-2	.	8	6
Cc1ccc(S(=O)(=O)NC(C(=O)Oc2ccc3c(C)c(Cl)c(=O)oc3c2)c2ccccc2)cc1 (centres undefined)	84	-7	-2.7	1	-7	-0.2	3	-5	-1	14
O=C(NCc1ccco1)C1CC(c2ccc(Cl)c(Cl)c2)=NO1 (centres undefined)	97	0	-0.9	-2	11	-1.9	-5	0	2	5
O=C(O)CNc1ccccc1C(=O)O	103	3	-0.8	2	9	5.6	2	-2	2	4
CCc1ccc(NC(=O)COc2coc(CN3CCc4ccccc4C3)cc2=O)cc1	103	-2	2.8	2	14	1.6	4	-1	-2	-19
CCOC(=O)C1=C(C)NC(C)=C(C(=O)OCC)C1C(=O)O	89	0	-0.8	4	8	0.3	-7	-3	3	4
CC1CCc2c(C(=O)Nc3nccs3)csc2C1 (centres undefined)	100	-3	4.9	0	-11	1.1	-5	21	-1	-27
CCN(CC)CCn1c2c(c(SCC(=O)NCc3ccccc3)nc1=O)CCCC2	98	-4	-1.2	-1	-7	1.1	-5	2	-1	8
CNc1ccc([N+](=O)[O-])cc1	97	-1	-0.3	-1	11	0.9	-12	3	0	2
Cc1cc(Br)ccc1-n1[nH]c(C)c(C=Nc2cccc3nsnc23)c1=O	97	-2	1.8	0	-5	1.5	-12	.	1	-9
O=C(O)c1cc2cc(Cl)cc(Cl)c2oc1=O	112	-3	-2.8	-9	9	0.4	1	-1	1	12
COCCNC(=O)c1ccc2c(c1)ncn2-c1ccc(C)c(Cl)c1	117	2	-1.4	-1	6	-0.3	-3	1	2	7
CCOc1cc(/C=N/Nc2nc(Nc3ccccc3)nc(N3CCCCC3)n2)ccc1OCC(=O)O	90	-7	1.5	0	-5	0.7	-9	9	2	-11
Cc1cccc(-n2cc(-c3ccccc3)[nH]c2=S)c1	92	-3	-2.0	3	-16	0.1	-6	2	2	9
COC(=O)c1ccc(CSc2nc3ccccc3c(=O)n2C)o1	101	-2	-3.0	-3	-10	-3.0	-13	-3	-1	16
CCN(CC)c1ccc(/C=N/NS(=O)(=O)c2ccc(C)c([N+](=O)[O-])c2)cc1	106	-4	0.3	-1	-3	0.3	-9	2	2	-2
CCN(CC)CCNC(=O)CNC(=O)c1nn(-c2ccc(OC)cc2OC)c(=O)c2ccccc12	95	-1	-2.8	2	47	-2.2	0	1	-2	16
CCc1ccc(C2C(C#N)=C(N)SC(N)=C2C#N)cc1	123	-18	-2.1	40*	21	-3.4	-43	.	1	12
Cc1cccc(C)c1N1CCc2cn[nH]c21	101	-4	-0.5	5	3	-1.2	-2	.	-2	3
O=C(NCc1ccccn1)c1cccc(S(=O)(=O)Nc2ccc(F)cc2)c1	101	.	-1.6	3	5	.	-3	1	2	8
O=C(CCNS(=O)(=O)c1c(Cl)cccc1Cl)OCC(=O)c1ccccc1	98	-5	-2.0	9	-6	-0.2	3	-1	1	10
CCc1ccc(CN(C)CC(=O)Nc2ccc(S(=O)(=O)N3CCOCC3)cc2)cc1	.	4	1.9	-4	-5	0.2	-1	-1	-5	-7
Cc1ccccc1-n1c(SCC(=O)Nc2c(C)cccc2C)nc(O)cc1=O	.	-1	0.4	-5	4	0.3	-23	-2	-5	-2
CC(O)CNCCCOc1ccccc1OCc1ccccc1 (centres undefined)	110	2	-0.4	0	15	0.4	-8	0	-2	2
CCOc1ccc(-n2c(C)cc(C(=O)CCl)c2C)cc1	115	-2	-1.8	3	-10	.	-1	-1	5	9
Cc1ccsc1C(=O)OC(C)C(=O)NC1CCCCC1C (centres undefined)	98	2	1.5	-2	7	0.6	-9	-3	4	-10
COc1ccc(NC(=S)NCCc2c(C)[nH]c3ccc(OC)cc23)cc1	93	-1	-0.5	0	1	0.4	0	-3	3	3
COc1cccc(OC)c1OCCCc1c(C)n[nH]c1C	102	-2	-0.9	1	0	-0.9	-3	.	-3	4
COc1ccc(OCC(=O)OCC(=O)NCc2ccc(F)cc2)cc1	102	-4	-1.7	10	6	0.4	9	.	0	9
OC(CN1CCCCC1)c1ccc2c3c(cccc13)CC2 (centres undefined)	109	1	-3.2	-1	5	3.2	0	-6	-3	17
CS(=O)(=O)c1nc(S(=O)(=O)c2ccc(Cl)cc2)c(NCCCN2CCCC2=O)s1	97	1	-3.1	4	20	-2.2	0	2	-1	17
O=C(Nc1ccccc1Cc1ccccc1)c1ccc2c(c1)SC1=NS(=O)(=O)CCN12	77	-4	-3.0	-3	7	0.1	8	1	7	16
COC(=O)c1c(C(=O)OC)c2cccc3cc(-c4ccccc4)c4ccc1c4n32	104	0	-0.2	1	21	1.0	6	.	4	1
C=CCNC(=O)CCC(=O)NNc1nc2ccccc2c2nc(-c3ccccc3)nn12	98	-1	0.4	-4	-1	-1.5	-6	16	-1	-3
CCC(C)[C@H](NC(=O)NCc1ccccn1)C(=O)OC (some centres undefined)	92	0	-0.5	-2	11	0.0	1	0	-6	3
CCOC(=O)CCN(C(=S)Nc1ccccc1)C1CCCCC1	125	-1	-2.4	-5	1	4.7	3	0	0	12
CC1CN(S(=O)(=O)c2ccc(C(=O)N3c4ccccc4CC3C)cc2)CC(C)O1 (centres undefined)	99	-4	-0.4	-3	5	-2.9	-13	0	1	2
CC(C)CN(C(=O)COC(=O)CNC(=O)c1ccccc1F)C1CCS(=O)(=O)C1 (centres undefined)	96	-7	-1.8	0	-14	-0.4	-7	0	-2	8
